TRPM1 prom inh: MITF TRPM1 promoter inhibition in SK-MEL-5 cells | SK-MEL-5 TRPM1 promoter luciferase, 24 h | hit rate 0.83% among 330,000 | inhibition, % at 12.5 µM;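 active = mean inhibition across replicates of 60% or more, whatever share of single replicates reaches that level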; also: values of inactives mirror those of a sister screen read the other way
hiPSC survival: increases survival of single human iPS cells; survival enhancement, % at 20 µM; hiPSC single-cell survival, ATPlite luminescence; 100% = ROCK inhibitor wells, 0% = DMSO; hit rate 0.044% among 360,000; in the data active = survival enhancement above about 18%;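 also: cells exposed to compounds for 16 hours before the ATP read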
HIF-2a block: HIF-2a inhibition; 786-0 RCC cells HIF-2a reporter, luciferase luminescence, overnight; inhibition, % at 18.8 µM; hit rate 0.72% among 360,000; AID 624352;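 active = inhibition of the luminescence signal of 40% or more relative to plate controls, in a single-dose primary screen at 18.75 µM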
NR2E3 ag-1: agonists of human NR2E3 nuclear receptor | Q9Y5X4 | CHO-S Gal4-NCOR/VP16-NR2E3 two-hybrid, luciferase | inhibition of corepressor binding, % at 3.98 µM | hit rate 0.35% among 360,000 | AID 602229;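 active = inhibition above the mean of all tested compounds plus 3 SD, cut at about 70% in these data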;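 also: 0% = DMSO with NR2E3 transfected cells and 100% = cells lacking NR2E3 construct; higher means lower luciferase signal from less NR2E3 corepressor binding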
Target sequence (Q9Y5X4 whole entry, looked up, the tested form may be a part): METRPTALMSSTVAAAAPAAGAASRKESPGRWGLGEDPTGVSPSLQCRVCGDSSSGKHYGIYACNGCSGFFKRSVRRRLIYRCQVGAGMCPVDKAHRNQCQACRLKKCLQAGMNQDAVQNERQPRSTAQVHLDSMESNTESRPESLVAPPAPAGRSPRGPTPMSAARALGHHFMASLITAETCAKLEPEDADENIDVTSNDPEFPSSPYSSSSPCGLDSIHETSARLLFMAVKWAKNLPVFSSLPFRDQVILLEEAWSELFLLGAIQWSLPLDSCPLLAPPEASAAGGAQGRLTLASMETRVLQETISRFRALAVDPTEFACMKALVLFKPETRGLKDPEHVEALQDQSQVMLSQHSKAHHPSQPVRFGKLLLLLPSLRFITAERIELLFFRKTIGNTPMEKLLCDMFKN
KKLEB tox: CF airway cell cytotoxicity counter-screen; AID 602141; KKLEB CF airway cells viability, ATPlite luminescence, overnight; hits give low values; cells stimulated with P. aeruginosa culture filtrate; hit rate 0.36% among 360,000; activity change (cytotoxicity), % at 5 µM;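 active = corrected activity change at or below -50% at 5 µM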
TWEAK-Fn14 inh: TWEAK-Fn14 signaling inhibition. TWEAK-stimulated Fn14 reporter cells, luciferase luminescence, 8 h. inhibition, % at 10 µM. hit rate 2% among 360,000; in the data active = inhibition above about 50%
NR2E3 ag-2: NR2E3 (human) agonism | GST-NR2E3/biotin-RetCOR TR-FRET, 1536-well | inhibition of corepressor binding, % at 4.78 µM | AID 2300 | hit rate 0.12% among 320,000 | Q9Y5X4;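 active = percent inhibition above the cutoff of mean plus 3 SD of all tested compounds, set per screening campaign, cut at about 20% in these data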;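 also: 0% = DMSO wells and 100% = biotin wells as full block of FRET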
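System: GST-tagged NR2E3 plus biotinylated RetCOR corepressor; Buffer or medium: pH 7.5 Tris-based buffer; Probe or stimulus: RetCOR corepressor, biotinylated, 7 nM; Doses: compound at 4.8 µM, single dose; Schedule: 5 h incubation at 4 °C; Technique: time-resolved FRET; Evaluation: percent inhibition of TR-FRET ratio; Replication: one well per compound, singlicate testing.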
CF NFkB inh: blocks PAF-induced NF-kB reporter in cystic fibrosis cells. hit rate 0.86% among 360,000. AID 588850. KKLEB NF-kB-GFP reporter, GFP fluorescence overnight. inhibition, % at 5 µM;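 active = at least 50% inhibition at 5 µM, scaled per plate between neutral and stimulator controls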;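 also: PAF is a Pseudomonas aeruginosa culture filtrate used as stimulus; plate controls were PAF-stimulated DMSO wells for no effect and unstimulated DMSO wells for full effect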
Peg3 promoter: reduces Peg3 promoter-driven luciferase expression in HeLa | AID 588405 | inhibition, % at 20 µM | HeLa PEG-Prom luciferase reporter, luminescence, overnight | hit rate 1.7% among 360,000;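 active = inhibition of at least 50% at 20 µM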
Shn3 3UTR inh: reduces Shn3 3'UTR luciferase signal in osteoblasts | Clone20 osteoblast Shn3 3'UTR firefly luciferase, 24 h | inhibition, % at 12.5 µM | hit rate 0.52% among 360,000 | AID 588674;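 active = mean inhibition of at least 75% with every replicate also reaching 75%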;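 also: 0% = median of neutral control wells and 100% = pilot-screen positive control compound; some compounds past the cut are filed as inactive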
aDG glyco up: increases alpha dystroglycan glycosylation | Pro5-aDG cells, alpha-DG glycosylation AlphaScreen (IIH6); 0% Pro5, 100% B10-LARGE cell signal | AID 624168 | activation, % at 10 µM | hit rate 0.22% among 360,000;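 active = activation of at least 8% versus controls, or a plate z-score of at least 8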;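 also: Pro5 are CHO cells carrying HIG-tagged alpha-DG that lacks glycosylation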
* hit, by the source's call; nt = not tested or not shown.

SMILES	TRPM1 prom inh	hiPSC survival	HIF-2a block	NR2E3 ag-1	KKLEB tox	TWEAK-Fn14 inh	NR2E3 ag-2	CF NFkB inh	Peg3 promoter	Shn3 3UTR inh	aDG glyco up
N#CC(Cc1ccccc1OC(F)F)c1nc2ccccc2[nH]1 (stereo not drawn)	-5	-0.9	-11	-7	6	-10	-3	3	-22	-6	0.0
COC(=O)Cc1c(C)nc2nc(NCc3c(F)cccc3Cl)[nH]n2c1=O	-2	-0.4	11	-19	18	2	2	-8	12	7	-0.1
O=C(NC1CCN(Cc2ccccc2)CC1)C1CCN(S(=O)(=O)c2cccc3nsnc23)CC1	14	-2.5	11	11	-2	27	0	-16	10	30	0.1
COc1ccc(-c2cc(=O)n(-c3ccc([N+](=O)[O-])cc3)[nH]2)cc1	-14	-0.4	-66	-14	-19	-91	6	37	-25	-8	-0.5
COc1ccc(S(=O)(=O)Nc2cccc3c2O[C@H](CN(C)S(=O)(=O)c2cn(C)cn2)[C@@H](C)CN([C@H](C)CO)C3=O)cc1	-1	1.7	9	-41	1	9	nt	2	13	-5	0.0
CCC(=O)NC(=S)Nc1ccc(NC(=O)c2ccc(Br)o2)cc1	-10	0.6	-141	-37	-5	4	-1	-17	-74	6	0.3
CCOC(=O)c1nc(C)sc1-c1ccnn1S(=O)(=O)c1ccccc1C(F)(F)F	-6	0.1	20	11	-11	9	-2	17	19	-4	0.0
C#Cc1ccc([C@H]2C=C(C(=O)NCc3ccccc3)O[C@@H](OCC)[C@@H]2CCCO)cc1	11	5.1	6	21	10	-12	3	-6	10	-17	0.1
NNc1ccc(Cc2ccc(Cl)cc2Cl)nn1	-2	0.5	7	-30	-12	-5	2	3	-1	61	0.7
COCCNC(=O)c1ccc(N2CCCCC2)c(NS(=O)(=O)c2ccc(C)cc2)c1	-3	1.6	-10	6	-8	2	0	0	-8	4	0.0
COc1ccc(CN(C)C(C)C(=O)Nc2ccc([N+](=O)[O-])cc2Cl)cc1OC (stereo not drawn)	9	-0.5	9	-15	-7	45	1	17	16	65	0.9
COc1ccc(S(=O)(=O)N2CCCC2C(=O)Nn2cnnc2)cc1 (stereo not drawn)	-7	-0.2	0	-16	-7	-4	4	14	5	15	0.0
N=c1sccn1CC(=O)Nc1cc(S(=O)(=O)N2CCCCC2)ccc1Cl	12	-0.1	18	-21	15	-12	1	-11	15	-33	4.7
COc1ccc(OCCCc2c(C)n[nH]c2C)cc1	-3	-1.8	-20	-4	0	10	1	13	-20	15	0.3
N#Cc1c(Nc2ccccc2)c(/C=N/N=C/c2ccccc2)c[nH]c1=O	-25	-0.9	4	-3	2	-67	-2	-20	-39	-27	0.0
COc1ccc2ccccc2c1C1NC(=O)NC(C)=C1[N+](=O)[O-] (stereo not drawn)	-14	0.0	21	8	14	-9	-4	5	21	4	0.1
CCOC(=O)c1nc(S(C)(=O)=O)ncc1N1CCOCC1	8	-0.2	10	9	-5	7	-1	-7	6	-10	0.0
C=CCN(C(=O)CNC(=O)c1ccco1)C(C(=O)NC1CCCC1)c1cccs1 (stereo not drawn)	0	-1.1	10	-8	-2	14	6	22	9	-10	0.0
Cc1ccc(-n2c(CC#N)n[nH]c2=S)c(C)c1	-6	-0.3	26	11	3	-15	-2	-2	3	-1	-0.2
Cc1nnsc1SCC(=O)O	-1	2.3	10	7	-1	-2	4	5	4	-4	-0.1
C=CCN(C/C(=N\O)c1sc(C(=O)OCC)nc1C)c1cccc(Br)c1	7	-0.7	13	-12	8	-12	5	-16	-6	-1	-0.1
C=CCN1CCN(C(=O)CCc2ccccc2)CC1	15	3.1	8	-6	4	-1	1	1	-4	-2	0.0
COC(=O)c1ccccc1NC(=O)CN1CCC(C(=O)c2ccc3c(c2)OCCO3)CC1	4	-0.3	12	-10	2	47	4	3	26	28	0.3
CC(=O)O[C@]1(C(C)=O)CCC2C3CCC4=C/C(=N/OCC(=O)O)CC[C@]4(C)C3CC[C@@]21C (stereo partly drawn)	10	-0.6	7	-7	-4	0	-2	18	9	1	0.0
C=CC(=C)CC(NC)c1ccccc1 (stereo not drawn)	2	-1.7	0	-6	5	2	-3	-4	1	1	0.0
CCOc1ccccc1N=C1SCC(C)N1C(=O)C1CCN(c2ncnc3sc(C)c(C)c23)CC1 (stereo not drawn)	-6	0.3	20	-3	-11	13	nt	36	13	22	0.4
Nc1n[nH]c(N)c1N=Nc1ccc(Cl)cc1Cl	-52	0.1	-325	-80	-8	15	-4	45	-258	-82	-0.5
COc1cc2c(cc1OC)C(C)N(C(=O)c1ccc(Br)o1)CC2 (stereo not drawn)	1	-0.5	24	-38	-27	-10	2	26	27	13	-0.1
FC(F)(F)c1ccccc1/C=N/n1c(COc2ccccc2)n[nH]c1=S	5	-0.2	12	-7	-8	10	-1	5	14	-3	-0.1
Cc1cccc2sc(NNC(=O)c3cc(-c4cccs4)nc4ccccc34)nc12	30	-0.3	6	-28	-12	88*	8	33	56*	13	-0.1
COC(=O)c1ccc2c(=O)n(CCCCCC(=O)NC(C)C)c(=O)[nH]c2c1	1	-0.5	14	-12	8	-8	5	-2	-7	4	0.1
Cn1nc(C(=O)Nc2ccccc2N2CCOCC2)ccc1=O	-10	0.4	-7	-26	3	-5	1	-18	6	11	-0.2
O=c1c2c(nc3cc(-c4ccccc4)[nH]n13)CCS2	-57	-1.1	13	-226	1	13	-1	6	-1	-15	0.1
Cc1csc(SCC(=O)N(C)CC(=O)Nc2ccc(F)cc2)n1	2	-0.8	12	4	2	10	1	-7	14	10	-0.1
O=C(Cc1cccs1)NNC(=S)NCc1ccco1	2	-0.5	10	22	3	6	1	-1	5	-10	-0.1
O=C(c1ccco1)N(Cc1ccccc1)c1cccc([N+](=O)[O-])c1	3	8.3	20	-19	-20	-4	2	23	12	3	0.2
CCOC(=O)c1c(S(=O)(=O)NCC(=O)NCc2cccc(C)c2)c(C)n(C)c1C	7	0.1	19	-7	24	5	1	-17	11	-20	-0.2
COC(=O)c1sc2ncccc2c1OCc1ccccc1Cl	-14	-0.3	3	2	-12	-27	2	-17	12	16	0.0
CCCc1nc2ccccc2c(=O)n1CC(=O)c1ccc(F)cc1	-1	0.4	16	-21	1	17	2	13	19	-12	0.1
Cc1ccc(CNC(=O)C(=O)NCC2CCCN2S(=O)(=O)c2cc(C)ccc2C)cc1 (stereo not drawn)	6	0.4	21	9	-11	5	-2	-4	26	-18	0.6
CCN1CCc2c(C#N)c(N3CCOCC3)nc(NCCO)c2C1	4	6.1	19	13	-2	-4	-1	-15	3	-4	0.7
CCOc1ccc(Cl)cc1-c1cc(C(=O)Nc2ccc(OC)nc2)[nH]n1	nt	-1.9	-14	-20	-10	23	nt	16	-13	58	0.3
CN(C)CCCOc1cccc(Oc2ccccc2)c1	4	7.3	7	-5	0	4	1	-4	-15	-111	0.3
CN(CCC#N)C(=O)COC(=O)c1c2c(nc3ccccc13)/C(=C\c1ccco1)CC2	-32	0.2	-168	-33	15	27	nt	-16	-69	-31	0.0
CC(C)C(NC(=O)c1ccco1)C(=O)OCC(=O)NCCc1ccccc1 (stereo not drawn)	nt	4.5	-1	23	-9	4	2	18	-1	-21	0.1
O=C(COC(=O)c1ccc(=O)n(Cc2ccccc2)n1)Nc1ccc2c(c1)OCCO2	6	-0.6	-5	-16	12	-4	0	2	-8	6	0.1
COc1ccc(NC(=O)CSc2nccn2-c2cccc(OC)c2)cc1	-9	-1.4	1	-1	9	3	2	0	19	-1	0.7
O=C(Cc1ccc([N+](=O)[O-])cc1)NC(C(=O)O)C(O)c1cccc([N+](=O)[O-])c1 (stereo not drawn)	-7	-0.7	22	-24	6	-5	5	-4	9	3	0.0
CCOc1ccc2nc(/N=C/c3c(C)[nH]n(-c4ccccc4)c3=O)sc2c1	-19	-1.0	-128	-15	7	-13	-1	-15	-124	-58	-0.1
Oc1ccc(/C=N/Nc2ccnc3cc(Cl)ccc23)c(O)c1	2	0.9	-227	-46	21	-34	1	-47	28	nt	0.3
Cc1cc(OCCCCN2C(=O)NC(C)(C)C2=O)cc(C)c1Cl	-5	0.1	11	-1	4	9	-1	4	18	25	0.2
S=c1nc(-c2ccco2)[nH][nH]1	-4	0.8	-9	-32	-3	0	1	-5	-9	-4	2.3
Cn1c(C(=O)NN)cc2cc(Oc3ccccc3)ccc21	4	0.6	15	5	0	-6	-4	3	-1	6	-0.1
CCc1cccc(NC(=O)CCNS(=O)(=O)c2cc(Br)cnc2N)c1	-2	0.4	6	2	0	-12	-1	-10	10	-7	0.1
Cc1nn(-c2cc(N3CCCCC3)ccc2N)c(=O)c2ccccc12	-8	0.4	5	0	-1	0	-4	-15	0	9	-0.2
O=C(O)CN1c2cccc3cccc(c23)S1(=O)=O	13	-0.4	11	2	6	22	0	14	10	-13	-0.1
COc1ccc(CNC(=O)C2(C)Cc3c(-c4cccc(NC(C)=O)c4)ccnc3O2)cc1OC (stereo not drawn)	nt	-2.9	-2	-9	-3	-5	nt	-7	6	7	0.0
COc1ccccc1N(CC(=O)NC(C)(C)C)S(=O)(=O)c1cccs1	-5	-1.8	16	-7	8	10	-2	-5	6	17	-0.2
CSc1nc(C)c(CCOC(=O)c2ccccc2)c(=O)[nH]1	0	1.5	-4	-16	-10	-16	0	-3	-2	-10	-0.2
COc1cccc(COC(=O)Cc2ccc(S(=O)(=O)N3CCOCC3)s2)c1OC	7	0.2	3	23	4	-5	-1	1	4	2	0.1
CC(=O)c1ccc(NC(=O)C(C)Nc2ccc(Cl)cc2)cc1 (stereo not drawn)	-4	0.1	6	7	-7	25	4	-6	5	54	-0.4
CC1(C)C[C@H](O)[C@]2(CO)CC[C@]3(C)C(=CCC4[C@@]5(C)CC[C@H](O)C(C)(C)C5CC[C@]43C)[C@@H]2C1 (stereo partly drawn)	nt	-0.9	8	-6	-6	-47	-2	19	9	-2	0.0
O=C(O)/C=C/C(=O)Nc1ccc(N2CCOCC2)nc1N1CCOCC1	-17	1.1	15	-4	-4	5	-3	-9	7	-8	0.1
